Screening results deposited in PubChem BioAssay by National Center for Advancing Translational Sciences (NCATS).
MBNL1-CUG inh – blocks human MBNL1 binding to CUG repeat RNA; Q9NR56; TR-FRET MBNL1-His/biotin-(CUG)12 binding, 665/545 ratio; Potency, µM (top dose mostly 57.5 µM), without a hit: at the highest dose activity change, negative = inhibition, hits mostly inhibitors; hit rate 0.036% among 280,000; AID 2675; active = well fitted inhibition curve with a large enough effect in the signal ratio, with a control signal flat, not every such curve was filed as active; inconclusive = small, poorly fitted or top-dose-only effect, or effect the other way, or a change in a side signal; inactive = no such curve, though single readings can be large or run the other way; the % refers to the signal ratio; note: potency is the fitted concentration of half-maximal effect; % is set by controls: 0 for no effect and ±100 for the full control effect
Target sequence (Q9NR56 whole entry, looked up): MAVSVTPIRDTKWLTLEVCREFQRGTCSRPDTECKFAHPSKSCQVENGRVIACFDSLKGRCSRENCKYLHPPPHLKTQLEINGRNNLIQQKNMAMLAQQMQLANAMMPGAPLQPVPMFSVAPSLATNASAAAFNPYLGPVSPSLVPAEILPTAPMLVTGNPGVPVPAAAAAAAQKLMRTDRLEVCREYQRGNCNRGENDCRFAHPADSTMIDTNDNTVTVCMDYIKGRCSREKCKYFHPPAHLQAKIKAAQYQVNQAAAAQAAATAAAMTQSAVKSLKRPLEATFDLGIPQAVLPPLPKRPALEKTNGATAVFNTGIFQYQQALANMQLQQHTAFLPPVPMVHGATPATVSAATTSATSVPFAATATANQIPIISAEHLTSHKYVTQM
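TR-FRET between His-tagged MBNL1 and biotin-(CUG)12 RNA, detected with Tb anti-His antibody (0.055 ng/ul) and streptavidin-XL665 (5 nM), 60 min at room temperature. Compounds titrated 92 nM to 58 uM; 665/545 nm ratio normalized to buffer and complex controls.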
Menin-MLL TR inh – menin-MLL binding inhibition, Texas Red mutant peptide; AID 1768; O00255; hit rate 0.23% among 270,000; Potency, µM (top dose mostly 61.6 µM), inactives show at the highest dose FP activity change, negative = inhibition, actives largely listed as inhibitors; Menin + Texas Red MLL mutant peptide, fluorescence polarization; active = well fitted inhibition curve with a large enough effect in the polarisation, with a control signal flat, not every such curve was filed as active; inconclusive = small, poorly fitted or top-dose-only effect, or effect the other way, or a change in a side signal; inactive = no such curve, though single readings can be large or run the other way; the % refers to the polarisation; note: potency is the fitted concentration of half-maximal effect; % of control where 0% means no effect; many of its hits are not listed in these tables
GALK inh – galactokinase (human) inhibition; Potency, µM (top dose mostly 57.5 µM), for inactives: top-dose activity change, negative = inhibition, usual class: inhibitors; AID 1868; P51570; hit rate 0.007% among 270,000; Purified GALK, Kinase-Glo residual ATP luminescence; note: potency is the fitted concentration of half-maximal effect; % is set by controls: 0 for no effect and ±100 for the full control effect
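ATP-depletion format; final 35 uM ATP, 100 uM D-galactose, 5 nM enzyme; pH 8.0 HEPES/Mg2+ buffer; 60 min RT; luminescence read 10 min after detection reagent.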
KCNH2 WT inh – blocks the wildtype human KCNH2 potassium channel; U2OS, BacMam KCNH2, thallium flux FluxOr; hits give low values; AID 720551; activity change, % at 1.84 µM; Q12809; hit rate 0.37% among 340,000;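 active = maximum activity change below -70%; inconclusive = maximum activity change between -70% and -50%; inactive = maximum activity change above -50%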; note: % is set by controls: 0 for no effect and ±100 for the full control effect
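U2OS cells transduced with wild-type KCNH2 virus are loaded with FluxOr dye for 45 min, and thallium flux is measured in kinetic reads before and after stimulation buffer. Rate constants are normalized to DMSO controls.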
TSHR antag – antagonists of human thyroid stimulating hormone receptor. activity change, negative = inhibition, % at 11.5 µM. AID 504810. hit rate 0.2% among 330,000. TSHR-expressing cells, TSH-stimulated cAMP HTRF, 2 h; hits give low values. P16473;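 active = activity change below a set negative limit, meaning inhibition stronger than a set level, cut at about -70% in these data; inconclusive = activity change between two set negative limits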; note: % is set by controls: 0 for no effect and ±100 for the full control effect
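Cell-based HTRF cAMP assay; TSHR cells + compound, TSH EC80 (4nM final), 2 h, 37 deg C. Lysis with anti-cAMP cryptate and cAMP-d2, 30 min RT, read 665/620 nm.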
Eya2 phos inh – Eya2 (human) phosphatase inhibition; recombinant Eya2, OMFP fluorescence dephosphorylation (OMFP is methylfluorescein phosphate); Potency, µM (top dose mostly 76.9 µM), without a hit: at the highest dose activity, negative = inhibition, usual class: inhibitors; hit rate 0.006% among 330,000; note: potency is the fitted concentration of half-maximal effect; % is set by controls: 0 for no effect and ±100 for the full control effect
Target sequence (O00167 whole entry, looked up): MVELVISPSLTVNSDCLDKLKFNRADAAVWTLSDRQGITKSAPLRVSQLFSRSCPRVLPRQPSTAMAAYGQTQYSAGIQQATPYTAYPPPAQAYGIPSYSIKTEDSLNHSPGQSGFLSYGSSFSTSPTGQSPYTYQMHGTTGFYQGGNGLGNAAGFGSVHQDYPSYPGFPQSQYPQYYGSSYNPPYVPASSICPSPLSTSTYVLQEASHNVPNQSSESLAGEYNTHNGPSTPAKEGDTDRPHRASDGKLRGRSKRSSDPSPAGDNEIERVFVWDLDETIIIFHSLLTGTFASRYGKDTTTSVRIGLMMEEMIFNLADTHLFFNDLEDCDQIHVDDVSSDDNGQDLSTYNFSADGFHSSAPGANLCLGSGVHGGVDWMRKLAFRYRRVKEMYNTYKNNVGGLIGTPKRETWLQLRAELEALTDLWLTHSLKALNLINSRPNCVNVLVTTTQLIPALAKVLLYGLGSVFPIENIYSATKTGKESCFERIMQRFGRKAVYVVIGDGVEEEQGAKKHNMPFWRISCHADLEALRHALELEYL
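Eya2 protein (added as 0.2 uM solution) was preincubated with compound for 10 min at ambient temperature in 50 mM HEPES pH 7.5, 50 mM NaCl, 5 uM MgCl2, 0.05% BSA, 1 mM DTT. OMFP (added at 50 uM) then reacted 10 min; fluorescence read at 485/525 nm.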
ASM inhibitor – human S-ASM enzyme inhibition | P17405 | placental ASM, HMU-PC fluorogenic substrate, 60 min | Potency, µM (doses to about 57.5 µM), for the others: at the top dose activity change, negative = inhibition, hits mostly inhibitors | hit rate 0.006% among 340,000; note: potency is the fitted concentration of half-maximal effect
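HMU-PC0 cleavage (9 uM final) by human placental ASM, 60 min at 37 °C following 10 min compound exposure at RT; stopped at pH 10, fluorescence Ex 386/Em 447 nm.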
BCR signal inh – chronic active BCR signaling inhibition; hit rate 0.05% among 340,000; Potency, µM (series often up to 46.1 µM), inactives show top-dose ratio change, negative = lower green/red ratio, most hits filed as inhibitors; ABC-DLBCL IkBa-CBG/CBR reporter, luminescence ratio, 4 h; active = well fitted inhibition curve with a large enough effect in the signal ratio, with a control signal flat, not every such curve was filed as active; inconclusive = small, poorly fitted or top-dose-only effect, or effect the other way, or a change in a side signal; the % refers to the signal ratio;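 note: potency is the fitted concentration of half-maximal effect; plate controls were basal doxycycline-induced cells for no effect and cells given 10 µM MG132 for full effect; MG132 reads +100%, hits lower the ratio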
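TMD8 human ABC-DLBCL cells with doxycycline-inducible IκBα–green luciferase fusion and unfused red luciferase, in 0.5% FBS medium; compounds up to 46 uM, 4 h at 37C. Green/red luminescence ratio, filter-overlap corrected, fitted to concentration-response curves.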
USP2a block – blocks human ubiquitin-specific protease USP2a; AID 463254; Potency, µM (titrated, usually from 38.3 µM), without a hit: top-dose activity change, negative = inhibition, hits mostly inhibitors; hit rate 0.01% among 330,000; USP2 core, Ub-CHOP2 coupled fluorogenic reporter, 485/531;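 note: potency is the fitted concentration of half-maximal effect; plate controls were DMSO wells for no effect and full inhibition by NEM control for full effect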
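Deubiquitinase activity read as fluorescence (485/531 nm) after Ub-CHOP2 cleavage activates the enterokinase reporter on its substrate; USP2 core 10nM, Ub-CHOP2 and substrate 25nM each, 30min compound preincubation then 60min RT; data normalized to NEM, curves fitted.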
PKM2 activator – activators of human pyruvate kinase M2; P14618; purified PKM2, Kinase-Glo ATP luminescence, activation; response scale: 0% is enzyme alone, no compound; Potency, µM (titrated, usually from 57.5 µM), without a hit: top-dose activation, usual class: activators; hit rate 0.34% among 260,000; note: potency is the fitted concentration of half-maximal effect; % is set by controls: 0 for no effect and ±100 for the full control effect; nearly all actives have a fitted effect of over 55% in size
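ATP formation by purified human PK-M2, quantified via coupled luciferase luminescence after 1 h at room temperature with 0.1 mM ADP and 0.5 mM PEP final.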
Mito fusion yeast – blocks mitochondrial division or promotes mitochondrial fusion; S. cerevisiae fusion-defective mutant growth rescue, CellTiterGlo 48 h; Potency, µM (series often up to 46.1 µM), without a hit: top-dose growth rescue (activation), actives largely listed as activators; AID 485298; hit rate 0.23% among 320,000;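 note: potency is the fitted concentration of half-maximal effect; % of control where 0% means no effect; nearly all actives have a fitted effect of over 45% in size; temperature-sensitive fusion mutants such as fzo1-1 at 37 °C on non-fermentable ethanol glycerol medium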
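S. cerevisiae fusion-defective temperature-sensitive mutants (e.g. fzo1-1, mgm1-5) grown 48 h at 37C in YPEG (ethanol/glycerol non-fermentable) medium with 23 nl compound per well; growth rescue read as CellTiterGlo luminescence.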
An asterisk follows results filed as active; i = inactive; ? = inconclusive; nt = not tested or not shown; [ ] = remark or other dose. Unless noted, calls come from the whole dose curve; as a rule, active = well fitted curve in the direction sought with a large enough effect; inconclusive = small, poorly fitted or top-dose-only effect, or another doubt; inactive = no such curve, though single readings can be large; an effect the other way counts as inactive or inconclusive.

SMILES	MBNL1-CUG inh	Menin-MLL TR inh	GALK inh	KCNH2 WT inh	TSHR antag	Eya2 phos inh	ASM inhibitor	BCR signal inh	USP2a block	PKM2 activator	Mito fusion yeast
Cn1c2c(c(=O)n(C)c1=O)C(NC(=O)C(C)(C)C)(C(F)(F)F)C(=O)N2 (configuration not stated)	-4%	-1%	2%	-3	22	4%	1%	11%	-5%	5%	1%
O=C(COC(=O)CNC(=O)c1ccccc1)Nc1ccc2c(c1)OCO2	nt	17%	0%	i	25	23%	4%	-12%	1%	-7%	0%
Cc1ccc(/C=c2/sc3n(c2=O)CCCN=3)o1	35%[activator]	0%	-1%	1	-1	-20%	5%	0%	-1%	12%	3%
O=C(NNC(=O)c1ccc(Cn2cccn2)o1)NC12CC3CC(CC(C3)C1)C2	1%	nt	0%	-8	-27	-1%	0%	1%	4%	nt	1%
CC(C)CC1=NN(C(=O)c2cccnc2)C(O)(C(F)(F)F)C1 (configuration not stated)	nt	?	3%	1	9	-3%	3%	-9%	5%	-1%	-1%
CC(=O)c1ccc(N2CCN(C(=O)C(=O)c3cn(CC(=O)N4CCCCCC4)c4ccccc34)CC2)cc1	12%	nt	6%	12	6	2%	-1%	4%	1%	-2%	-1%
Cc1ccc(CNCC(=O)Nc2cccc(S(=O)(=O)NC3=NCCCCC3)c2)cc1	-4%	-21%	9%	-3	13	-24%	0%	-2%	4%	nt	5%
CCOc1ccc(OCc2cccc(C(=O)N3CCCCCC3)c2)cc1	-7%	?	0%	-12	-1	-13%	0%	?	1%	-6%	9%
CCCc1[nH]nc2c1C(c1ccc(OC)cc1OC)C(C#N)=C(N)O2 (configuration not stated)	3%	4%	-1%	3	4	-6%	1%	?	3%	-4%	6%
CCOC(=O)C1CCCN(C(=S)NC2CCCCC2)C1 (configuration not stated)	2%	-23%	12%	14	-2	9%	2%	1%	-1%	3%	-17%
Nn1c(Cc2cccc3ccccc23)nnc1SCc1ccc(Cl)c(Cl)c1	-3%	-13%	1%	-15	-2	3%	-6%	?	-3%	8%	0%
S=C(Nc1ccc(Oc2ccccc2)cc1)NC1CCCCCC1	?	13%	-6%	8	-42	-14%	2%	?	-4%	-5%	?
Cc1cc(C)cc(NC(=O)C2CC(=O)n3ncnc3N2)c1 (configuration not stated)	-22%	-1%	4%	-2	-2	-19%	2%	-10%	0%	-5%	2%
CC1CC(OC(=O)C2CCN(S(=O)(=O)c3ccc(F)cc3)CC2)C(=O)O1 (configuration not stated)	nt	nt	nt	5	1	19%	-1%	7%	-2%	nt	-2%
CCOC(=O)C1=C(C)NC(=O)NC1c1ccc2c(c1)OCO2 (configuration not stated)	-6%	10%	0%	5	18	24%	-2%	-9%	1%	-10%	?
O=C(COc1ccccc1[N+](=O)[O-])N/N=C/c1ccccn1	37%[activator]	-4%	-2%	6	2	-1%	1%	-3%	1%	3%	-3%
CC(Oc1ccc(F)cc1)C(=O)Nc1nc(-c2ccccn2)cs1 (configuration not stated)	nt	nt	nt	2	-3	-24%	4%	?	-2%	nt	?
CC1(C)CC(=O)C2=C(C1)NC(=O)NC2c1ccccc1 (configuration not stated)	6%	-25%	-2%	7	-4	-2%	13%	-6%	0%	0%	0%
CCN(CC)c1ccc(C=C2C(=O)OC3(CCCC3)OC2=O)cc1	11%	-12%	0%	5	10	9%	4%	-4%	-4%	-11%	-5%
CCOC(=O)/C(=C/c1ccco1)NC(=O)c1ccc(Br)o1	11%	-5%	1%	-8	24	-13%	-1%	0%	5%	-5%	-5%
O=C(N/N=C1/CCCc2ccccc21)c1cc([N+](=O)[O-])cc([N+](=O)[O-])c1	13%	11%	3%	nt	0	-18%	nt	0%	-15%	-17%	-11%
CCCCn1c(N)c(N(CC(C)C)C(=O)CSCc2ccc(Cl)c(Cl)c2)c(=O)[nH]c1=O	nt	nt	nt	-6	-12	-8%	5%	0%	1%	nt	-7%
COc1ccc(Cl)cc1NC(=O)c1noc2c1CCCC2	-5%	?	5%	-8	-2	-8%	0%	?	3%	2%	10%
C(=N\c1nc2ccccc2n1CCN1CCOCC1)/c1cccs1	-2%	-8%	2%	1	-2	-4%	1%	-2%	0%	-3%	0%
COc1ccc(OCCNS(=O)(=O)c2ccc3oc4ccccc4c3c2)cc1	10%	?	-1%	-11	6	-1%	?	?	0%	15%	6%
CC[C@@H]1C=C(C(=O)O)[C@H](c2ccc(Br)cc2)N1S(=O)(=O)c1ccc(C)cc1	nt	nt	nt	9	-17	-4%	7%	0%	1%	nt	nt
C#Cc1ccc([C@@H]2C=C(C(=O)N3CCN(Cc4ccccc4)CC3)O[C@H](OCCCCO)C2)cc1	26%	-7%	2%	nt	-13	12%	nt	3%	9%	0%	0%
O=c1c(-c2n[nH]c(=S)n2-c2ccccc2)cccn1Cc1cccc(Cl)c1	29%	-11%	0%	-15	0	6%	3%	5%	0%	-3%	-4%
COc1cccc(NS(=O)(=O)c2csc(C(N)=O)c2)c1	-1%	11%	nt	2	5	2%	-1%	0%	-1%	nt	-2%
CCc1ccc(Nc2ccc(C(=O)O)cc2[N+](=O)[O-])cc1	?	27%	0%	-1	-21	1%	-4%	?	1%	nt	20µM*
O=C(c1cc2c(s1)CCCC2)N1CCN(C(=O)C2CCCO2)CC1 (configuration not stated)	-8%	10%	0%	2	-6	-35%	3%	?	1%	5%	-5%
O=c1c2ccccc2sc2nc(C3CCCCC3)n(Cc3ccco3)c(=O)c12	55%[activator]	12%	1%	-8	nt	-21%	-5%	?	-1%	-15%	3.5µM*
O=C(Nc1nccs1)c1ccc(N2C(=O)C3CCCCC3C2=O)cc1 (configuration not stated)	5%	?	0%	-7	1	0%	-2%	?	-2%	23%	-2%
CC(C)(C)c1cc(CN(CCO)CCO)cc(C(C)(C)C)c1O	-1%	-24%	-2%	5	2	-13%	0%	-1%	0%	20%	24%
COc1ccccc1N(C)S(=O)(=O)c1ccc(C(=O)OCC(=O)NCc2ccco2)cc1	1%	-7%	-1%	6	-2	-7%	0%	6%	3%	0%	-5%
COc1cc2c(cc1OC)/C(=C/C(=O)c1ccc(NC(C)=O)cc1)NCC2	?	-15%	-3%	-4	-5	-5%	3%	-14%	1%	nt	4%
CNC(=O)Cn1ncc2c(C)n(Cc3ccc(C)cc3)c(C)c2c1=O	-3%	22%	8%	-4	-4	18%	2%	-1%	2%	-7%	4%
CC1CN(C(C)C(=O)NC(c2ccccc2)c2ccccc2)CC(C)O1 (configuration not stated)	-5%	3%	11%	10	2	-27%	0%	-5%	4%	0%	-2%

Entries of single compounds from above. Values in the order: MBNL1-CUG inh	Menin-MLL TR inh	GALK inh	KCNH2 WT inh	TSHR antag	Eya2 phos inh	ASM inhibitor	BCR signal inh	USP2a block	PKM2 activator	Mito fusion yeast
CC1CN(C(C)C(=O)NC(c2ccccc2)c2ccccc2)CC(C)O1 (configuration not stated) is listed as -5%	3%	11%	10	2	-27%	0%	-5%	4%	0%	-2%
C#Cc1ccc([C@@H]2C=C(C(=O)N3CCN(Cc4ccccc4)CC3)O[C@H](OCCCCO)C2)cc1 is listed as 26%	-7%	2%	nt	-13	12%	nt	3%	9%	0%	0%
COc1cc2c(cc1OC)/C(=C/C(=O)c1ccc(NC(C)=O)cc1)NCC2 is listed as ?	-15%	-3%	-4	-5	-5%	3%	-14%	1%	nt	4%
C(=N\c1nc2ccccc2n1CCN1CCOCC1)/c1cccs1 is listed as -2%	-8%	2%	1	-2	-4%	1%	-2%	0%	-3%	0%

A portion of the library; rates above refer to the full screens.
